Source: PubChem (National Center for Advancing Translational Sciences (NCATS))
DT40 TDP1 CPT: growth inhibition of DT40 Tdp1-/-;hTDP1 cells with camptothecin (screen for TDP1 inhibitors) | chicken DT40 Tdp1-/-;hTDP1 cells + 20 nM CPT, ATP luminescence, 48 h | Potency, µM (titrated, usually from 46.2 µM), for inactives: at the top dose activity change, negative = growth inhibition, hits mostly inhibitors | 420,000 tested, 12% active; note: nearly all actives have a fitted effect of over 55% in size
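Chicken DT40 Tdp1-/- cells complemented with human TDP1, 400 cells/well, exposed to compounds plus 20 nM camptothecin for at least 48 h at 37 C; viability read as ATP content by CellTiter-Glo luminescence.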
TDP1 cell noCPT: qHTS for Inhibitors of human tyrosyl-DNA phosphodiesterase 1 (TDP1): qHTS in cells in absence of CPT; DT40 Tdp1-/- hTDP1 cells, no CPT, ATP luminescence, 48 h; Potency, µM (highest dose often 46.2 µM), without a hit: top-dose activity change, negative = growth inhibition, actives largely listed as inhibitors; 420,000 tested, 15% active; note: nearly all actives have a fitted effect of over 55% in size
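A cellular qHTS used chicken DT40 cells lacking endogenous Tdp1 but carrying stably transfected human TDP1. Compounds were applied without camptothecin, and cell growth kinetics were judged by ATP-dependent luminescence after ≥48 hr.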
GCN5L2 inh: blocks human GCN5L2 histone acetyltransferase; Q92830; GCN5L2 HAT assay, ThioGlo1 CoA-SH fluorescence; Potency, µM (top dose mostly 58.9 µM), without a hit: at the top dose activity change, negative = inhibition, hits mostly inhibitors; 390,000 tested, 0.21% active
Target sequence (Q92830 whole entry, looked up): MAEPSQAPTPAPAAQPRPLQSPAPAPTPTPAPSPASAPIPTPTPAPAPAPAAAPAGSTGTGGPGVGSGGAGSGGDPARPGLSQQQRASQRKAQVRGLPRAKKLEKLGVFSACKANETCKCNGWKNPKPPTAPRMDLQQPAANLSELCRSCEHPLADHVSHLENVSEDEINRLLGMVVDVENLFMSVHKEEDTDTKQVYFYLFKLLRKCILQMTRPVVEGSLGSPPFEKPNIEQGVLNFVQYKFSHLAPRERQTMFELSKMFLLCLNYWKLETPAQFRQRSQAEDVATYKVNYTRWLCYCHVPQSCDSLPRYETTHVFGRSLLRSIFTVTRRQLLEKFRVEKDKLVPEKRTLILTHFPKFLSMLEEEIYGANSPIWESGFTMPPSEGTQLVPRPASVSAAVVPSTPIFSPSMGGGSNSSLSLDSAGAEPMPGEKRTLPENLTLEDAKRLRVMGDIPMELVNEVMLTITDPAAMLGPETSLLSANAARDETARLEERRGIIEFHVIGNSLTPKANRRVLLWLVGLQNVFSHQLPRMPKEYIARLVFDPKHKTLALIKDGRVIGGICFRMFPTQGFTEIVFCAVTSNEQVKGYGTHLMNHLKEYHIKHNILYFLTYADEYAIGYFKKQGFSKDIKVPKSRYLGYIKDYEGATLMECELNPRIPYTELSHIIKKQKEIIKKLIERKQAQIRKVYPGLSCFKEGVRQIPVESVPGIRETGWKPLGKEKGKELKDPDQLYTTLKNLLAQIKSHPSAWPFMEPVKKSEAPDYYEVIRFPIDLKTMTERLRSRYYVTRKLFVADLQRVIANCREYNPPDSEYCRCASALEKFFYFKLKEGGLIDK
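Fluorescence readout, Ex340nm/Em540nm: ThioGlo1 (50uM final) reacts with free CoA thiol released as 20nM GCN5L2 acetylates H3(1-25) peptide (75uM) using acetyl-CoA (70uM). Compound and enzyme sat 15 min beforehand; 20 min room-temperature reaction.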
An asterisk follows results filed as active; ? = inconclusive; . = no result given; & = joins results of further samples. Calls come from the whole dose curve; as a rule, active = well fitted curve in the direction sought with a large enough effect; inconclusive = small, poorly fitted or top-dose-only effect, or another doubt; inactive = no such curve, though single readings can be large; an effect the other way counts as inactive or inconclusive. % is set by controls: 0 for no effect and ±100 for the full control effect; potency is the fitted concentration of half-maximal effect. The list is partial, so the mix of outcomes need not match the whole.

SMILES	DT40 TDP1 CPT	TDP1 cell noCPT	GCN5L2 inh
CCCC(NC(=O)CCl)c1ccccc1 (centres undefined)	13µM*	29µM*	2%
O=C(COC(=O)c1ccc(CO)cc1)c1ccc(S(=O)(=O)N2CCCCC2)cc1	-15%	-18%	-3%
CCCc1nc2ccc(C)cn2c1Cc1ccccc1C(F)(F)F	?	?	.
CCn1c(O)c(/C=C2\C=Nc3ccccc32)sc1=Nc1ccccc1	10µM*	12µM*	-5%
COc1ccc(CCNC(=O)CN(c2ccccc2)S(C)(=O)=O)cc1	-7%	-14%	-3%
COc1ccc(NS(=O)(=O)c2ccc(C)c(C(=O)NCC(c3ccco3)N3CCCCC3)c2)cc1 (centres undefined)	?	?	1%
Cn1cccc1C(=O)C(=O)Nc1ccc(F)c(F)c1	-3%	-1%	-4%
CC1=Nc2cc(C(=O)NCc3ccc(C)cc3)ccc2Sc2ccc(Cl)cc21	?	21µM*	-3%
Cc1ccc(O)c(C2=Nc3ccccc3N=C(c3cccc([N+](=O)[O-])c3)C2)c1	?	?	-5%
Cc1cc2nc(-c3cc(N4CCOCC4)ccc3[N+](=O)[O-])ccn2n1	4%	-3%	-10%
CN(C)/C=C/C(=O)c1cnc(-c2ccccn2)s1	5%	-2%	-15%
COc1cccc(CC2(CO)CCN(Cc3cnc(-c4cccc(C)c4)nc3)CC2)c1	?	21µM*	-3%
COc1cccc(CNC(=O)COCc2cc(-c3ccc4c(c3)OCO4)on2)c1	?	?	-5%
CC(C)C(NC(=O)c1ccco1)C(=O)NCc1ccc(C(=O)O)cc1 (centres undefined)	2%	6%	-1%
Cc1ccc(C(=O)Nc2ccc3cn[nH]c3c2)cc1S(=O)(=O)N1CCOCC1	?	?	-8%
COc1cccc(CNC(=O)CCc2c(C)nc3c(c2C)c(=O)n(C)c(=O)n3C)c1	15%	-22%	0%
CC(C)(C)CN1CCNC(=O)C1CC(=O)NCc1cccc(-n2cccn2)c1 (centres undefined)	1%	-5%	?
Cc1cccc(N2C(=O)SC(SC(=Nc3ccccc3)Nc3ccccc3)C2=O)c1 (centres undefined)	?	?	-2%
Nc1cc(=O)[nH]c(SCC(=O)Nc2ccc(S(=O)(=O)N3CCCCC3)cc2)n1	0%	-18%	-3%
O=C(Nn1c(C2CC2)nc2ccccc2c1=O)c1ccco1	-30%	5%	2%

Single records, as listed above. Screens in order: DT40 TDP1 CPT, TDP1 cell noCPT, GCN5L2 inh
Cc1ccc(C(=O)Nc2ccc3cn[nH]c3c2)cc1S(=O)(=O)N1CCOCC1 in the list: ?, ?, -8%
COc1ccc(CCNC(=O)CN(c2ccccc2)S(C)(=O)=O)cc1 in the list: -7%, -14%, -3%
CC(C)(C)CN1CCNC(=O)C1CC(=O)NCc1cccc(-n2cccn2)c1 (centres undefined) in the list: 1%, -5%, ?

Remaining list, next part:
SMILES	DT40 TDP1 CPT	TDP1 cell noCPT	GCN5L2 inh
CC1(C)OC(=O)C2=C(CC(CCc3ccccc3)OC2c2ccccc2)O1 (centres undefined)	13µM*	21µM*	.
O=C(Nc1nc(-c2ccco2)c(-c2ccco2)s1)c1ccco1	?	?	-13%
Cc1noc(C)c1COC(=O)Cn1c(C)nc2ccccc21	-5%	-5%	-11%
Cc1cccc(CC(=O)NC2CC(=O)N(c3ccccc3)C2)c1 (centres undefined)	4%	0%	0%
Cc1ccc(S(=O)(=O)NCC(c2ccco2)N2CCc3ccccc32)cc1 (centres undefined)	?	?	-16%
O=S1(=O)CCC(NC(=S)SCCOc2ccccc2)C1 (centres undefined)	8.2µM*	10µM*	2%
Cc1cccc(NC(=O)/C(C#N)=C/c2cccc([N+](=O)[O-])c2)n1	-5%	-23%	-1%
c1cncc(-c2nc(-c3cccs3)cs2)c1	-29%	-25%	-1%
O=C1c2cc3ccccc3c(-c3ccccc3)c2C(=O)N1c1ccccn1	-8%	-29%	-13%
N/C(=N\OS(=O)(=O)c1ccc2ccccc2c1)c1cccnc1	-11%	4%	-1%
Oc1csc(Cc2nc(-c3ccccc3F)cs2)n1	?	-4%	15%
O=C(c1ccccc1)c1nc2ccccc2[nH]c1=O	-25%	-5%	8%
O=C(COC(=O)c1cc[n+]([O-])cc1)Nc1ccc(Cl)cc1Cl	-12%	-10%	1%
Cn1c(=O)n(CC(=O)Nc2ccc(F)cc2)c2ccccc21	-19%	-16%	-6%
Cc1nc2ccccc2nc(=O)c1NNc1ccccc1	-30%	?	-5%&7%
CCCN(CCC)CCOc1cc(C)ccc1C(C)C	?	?	-2%
Cc1ccc(C2NC(=O)c3ccccc3N2)s1 (centres undefined)	5.8µM*	4.6µM*	-22%
CCCCn1c(SCC(=O)N(CC)C2CCS(=O)(=O)C2)nc2cc(S(N)(=O)=O)ccc21 (centres undefined)	11%	3%	-4%
CC(C)C(=O)NC(=S)Nc1ccccc1C(=O)NC1CCCCC1	2%	-1%	-3%
COc1ccc(NC(C)c2cc(Cl)ccc2O)cc1 (centres undefined)	-24%	?	-13%

3 records drawn at random from those above, as already listed:
SMILES	DT40 TDP1 CPT	TDP1 cell noCPT	GCN5L2 inh
CC1=Nc2cc(C(=O)NCc3ccc(C)cc3)ccc2Sc2ccc(Cl)cc21	?	21µM*	-3%
O=C(Nn1c(C2CC2)nc2ccccc2c1=O)c1ccco1	-30%	5%	2%
CN(C)/C=C/C(=O)c1cnc(-c2ccccn2)s1	5%	-2%	-15%

Some entries already given, reduced to DT40 TDP1 CPT:
compound,DT40 TDP1 CPT
O=C1c2cc3ccccc3c(-c3ccccc3)c2C(=O)N1c1ccccn1,-8%
Cc1cc2nc(-c3cc(N4CCOCC4)ccc3[N+](=O)[O-])ccn2n1,4%
O=S1(=O)CCC(NC(=S)SCCOc2ccccc2)C1 (centres undefined),8.2µM*

Next part:
SMILES	DT40 TDP1 CPT	TDP1 cell noCPT	GCN5L2 inh
O=C(CCn1c(=O)oc2ccccc21)NC1=NCCS1	-14%	?	-1%
COc1ccc(N2CCN(C(=O)CN(c3ccc(Br)cc3)S(C)(=O)=O)CC2)cc1	?	?	0%
O=C1N/C(=N/Nc2ccccc2)S/C1=C\c1ccccc1	-10%	-17%	?
COc1cccc(Cn2c(=O)c(C)nc3cnc(OC)nc32)c1	-1%	-12%	-9%
COc1ccc(CSCCc2n[nH]c(=S)n2-c2ccccc2)cc1C	?	?	-1%
COCC(=O)Nc1cc(C(=O)N2CCN(c3ccccc3)C(=O)C2)cc2nc(-c3ccccc3)n(C)c12	4%	8%	.
CCN(CCCNC(=O)CC(C(=O)N1CCc2ccccc21)n1ccnc1)c1cccc(C)c1 (centres undefined)	-24%	-14%	-20%
COc1ccc2c(c1)CCCC21NC(=O)N(CC(=O)NCc2cccs2)C1=O (centres undefined)	-3%	-43%	0%
C=C(C)Cn1c(N)cc(=O)nc1SCC(=O)Nc1cccc(C(F)(F)F)c1	-12%	-10%	-4%
CN1CCN(C(=O)C2=C[C@H](c3ccc4c(c3)OCO4)C[C@H](OCc3ccc(CO)cc3)O2)CC1	3%	-15%	3%
CC(C)NS(=O)(=O)c1ccc(NC(=O)C2CC3C=CC2C3)cc1 (centres undefined)	?	?	-10%
O=C(Nc1ccc2c(c1)C(=O)OC2)c1ccc(C(F)(F)F)cc1	-7%	-4%	-3%
COc1ccc(Cl)cc1NC(=O)CN(C)C(=O)c1cc2ccccc2cc1O	?	?	-2%
CN(C(=O)CN1C(=O)c2ccccc2S1(=O)=O)C1CCCCC1	0%	-14%	3%
COc1ccc(C(=O)NNC(=O)CSc2nnc(C)n2CC2CCCO2)cc1 (centres undefined)	-5%	-3%	1%
O=C(CSc1nc(=O)n(CCN2CCOCC2)c2c1CCC2)Nc1ccc(OC(F)(F)F)cc1	13%	-25%	0%
CS(=O)(=O)N1CCC2(CCN(C(c3ccccc3)c3ccccc3)CC2)CC1	-7%	-14%	1%
O=C(Nc1ccccc1C(F)(F)F)c1c(F)cccc1Cl	-5%	2%	-5%
N#CC(C#N)=Cc1cccn1-c1ccc(S(N)(=O)=O)cc1	-21%	?	2%
COc1ccc(CCNC(=O)Cn2nnc(-c3ccc(N4CCOCC4)cc3)n2)cc1OC	3%	-21%	-1%

By substructure, the compounds so far with a Cl atom (six)
SMILES	DT40 TDP1 CPT	TDP1 cell noCPT	GCN5L2 inh
CCCC(NC(=O)CCl)c1ccccc1 (centres undefined)	13µM*	29µM*	2%
CC1=Nc2cc(C(=O)NCc3ccc(C)cc3)ccc2Sc2ccc(Cl)cc21	?	21µM*	-3%
O=C(COC(=O)c1cc[n+]([O-])cc1)Nc1ccc(Cl)cc1Cl	-12%	-10%	1%
COc1ccc(NC(C)c2cc(Cl)ccc2O)cc1 (centres undefined)	-24%	?	-13%
COc1ccc(Cl)cc1NC(=O)CN(C)C(=O)c1cc2ccccc2cc1O	?	?	-2%
O=C(Nc1ccccc1C(F)(F)F)c1c(F)cccc1Cl	-5%	2%	-5%

Other compounds follow:
SMILES	DT40 TDP1 CPT	TDP1 cell noCPT	GCN5L2 inh
CC(C)C[C@H](NC(=O)c1nc[nH]c1C(=O)NCc1ccccc1)C(=O)OC(C)(C)C	?	?	-7%
Cc1ccc(CSCC(=O)NN=C2CCN(C)CC2)cc1	-1%	-13%	-2%
O=C(CCc1ccccc1)NCCc1nc2ccccc2[nH]1	0%	11%	-2%
S=c1[nH]nc(CCc2nc3ccccc3[nH]2)n1-c1ccccc1	-5%	12%	0%
CCOC(=O)COn1c(SCC(=O)OCC)nc2ccccc2c1=O	-5%	-7%	.
CC(=O)Nc1ccc(-c2ccnc3c2CC(C)(C(=O)Nc2ccc(C(C)C)cc2)O3)cc1 (centres undefined)	23µM*	21µM*	.
O=C(COc1ccc(Cl)cc1)OCC(=O)N1CCOCC1	12%	7%	-2%
CCCC(=O)n1nc(-c2ccco2)nc1NCc1ccccc1Cl	-26%	-1%	-6%
O=C(Cc1ccc(Cl)c(Cl)c1)Nc1cccc2ncccc12	-12%	?	-4%
COCCN(C(=O)CCl)C(C(=O)NC1CCCCC1)c1ccccc1C (centres undefined)	2.9µM*	2.1µM*	6%
CCCCn1c(=S)[nH]c2cc(S(=O)(=O)N3CCCCC3)ccc21	?	?	-3%
CNC(=S)N(C)[C@H]1c2c(ccc3ccccc23)OC[C@H]1CO	?	?	-7%
O=C(Nc1cccc(F)c1)c1ccc2ncsc2c1	3%	-17%	-5%
COc1ccc(NC(=O)/C=C/c2cccc(F)c2)cn1	7%	-26%	-4%
COc1ccc(CCNc2ccc(C(CC(N)=O)NC(=O)Cc3cccc4ccccc34)cc2[N+](=O)[O-])cc1 (centres undefined)	23µM*	?	4%
Cc1onc(-c2c(F)cccc2Cl)c1C(=O)Nc1nnc(C(F)(F)F)s1	12µM*	15µM*	-2%
